Compound activity from PubChem.
SIRT5 block: blocks human SIRT5 desuccinylation of peptide; Q9NXA8; Purified SirT5, succinyl-peptide AMC, trypsin-coupled fluorescence; inhibition, % at 15 µM; 330,000 compounds, 1.1% hits; AID 652115; in the data active means inhibition above about 15%; inconclusive means no clear call, values can overlap the other calls
PglD inh: PglD (C. jejuni) enzyme inhibition | 360,000 compounds, 0.098% hits | inhibition, % at 12.5 µM | AID 602405 | purified PglD enzyme, DTNB colorimetric CoA detection; in the data active means inhibition above about 16%, passing the limit was not always enough; inconclusive means no clear call, values can overlap the other calls; further: strong numbers were not always called active
E-selectin induc: induces E-selectin expression in human endothelial cells; 260,000 compounds, 0.37% hits; HUVEC E-selectin immunofluorescence imaging; normalized: neutral wells 0, TNF-alpha wells 100; activation, % at 7.58 µM; P16581;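 active means mean E-selectin-positive cell signal at least 10% of the positive control, reached in at least 60% of replicates, without over 20% cell loss; inconclusive means no rule given, readout overlaps actives, possibly toxicity-flagged; inactive means the rest, including those meeting only one limit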;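 further: in these data hits start at about 27%; measured in HUVEC primary endothelial cells; signal is the percent of cells scored E-selectin positive by PE staining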
Target sequence (P16581 whole entry, looked up): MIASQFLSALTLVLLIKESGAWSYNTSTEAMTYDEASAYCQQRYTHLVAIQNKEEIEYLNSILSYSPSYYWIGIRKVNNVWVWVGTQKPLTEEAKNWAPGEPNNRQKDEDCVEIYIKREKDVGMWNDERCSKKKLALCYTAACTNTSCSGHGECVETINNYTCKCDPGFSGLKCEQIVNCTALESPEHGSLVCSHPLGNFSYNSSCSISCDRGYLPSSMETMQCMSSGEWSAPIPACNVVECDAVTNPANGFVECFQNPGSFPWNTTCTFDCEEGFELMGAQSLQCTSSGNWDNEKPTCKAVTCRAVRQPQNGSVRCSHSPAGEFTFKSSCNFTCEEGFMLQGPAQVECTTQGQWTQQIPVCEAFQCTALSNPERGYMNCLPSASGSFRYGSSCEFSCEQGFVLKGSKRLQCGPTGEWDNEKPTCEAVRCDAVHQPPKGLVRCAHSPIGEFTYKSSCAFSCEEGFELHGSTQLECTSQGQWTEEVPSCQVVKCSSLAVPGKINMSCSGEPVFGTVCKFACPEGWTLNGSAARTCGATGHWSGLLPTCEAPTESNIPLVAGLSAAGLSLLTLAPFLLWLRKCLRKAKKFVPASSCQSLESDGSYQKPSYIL
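Test system – human umbilical vein endothelial cells (HUVEC), E-selectin induction · Input – 3,000 HUVEC seeded per well · Buffer or medium – EGM-2, gelatin · Compound dosing – single-point compound dose · Detection – immunofluorescence imaging · Measure – percent E-selectin-positive cells · Controls – TNF-alpha high, DMSO low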
ERp5 block: blocks human ERp5 reductase activity on insulin. ERp5 insulin aggregation, absorbance 650 nm, 90 min. inhibition, % at 9.99 µM. 350,000 compounds, 0.05% hits. AID 651711;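 active means mean replicate inhibition above about 25%, with every replicate also reaching it, limit read from the data, passing the limit was not always enough; inconclusive means only one of those two criteria met; inactive means neither criterion met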
Target sequence (Q15084 whole entry, looked up): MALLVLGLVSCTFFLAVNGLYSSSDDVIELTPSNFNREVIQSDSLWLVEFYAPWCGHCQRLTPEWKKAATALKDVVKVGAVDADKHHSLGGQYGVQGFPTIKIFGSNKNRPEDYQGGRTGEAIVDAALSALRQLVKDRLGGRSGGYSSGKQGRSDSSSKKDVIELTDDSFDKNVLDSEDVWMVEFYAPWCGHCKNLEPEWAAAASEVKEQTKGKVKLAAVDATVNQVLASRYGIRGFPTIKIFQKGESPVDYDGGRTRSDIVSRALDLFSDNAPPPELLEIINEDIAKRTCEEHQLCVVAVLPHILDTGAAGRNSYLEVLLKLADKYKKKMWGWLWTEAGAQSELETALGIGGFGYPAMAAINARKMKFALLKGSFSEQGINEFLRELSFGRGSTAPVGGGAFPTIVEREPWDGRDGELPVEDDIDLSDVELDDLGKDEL
DENV2 CPE: inhibitors of DENV2 cytopathic effect | DENV2-infected cells, cytopathic effect rescue, plate reader | CPE inhibition, % at 9.99 µM | 350,000 compounds, 1.7% hits; in the data active means CPE inhibition above about 20%, passing the limit was not always enough; inconclusive means no clear call, values can overlap the other calls; tested in BHK-21 cells;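 further: 0% = median of neutral control wells and 100% = median of positive control wells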
S100A4 MyoIIA: S100A4-myosin IIA interaction inhibition; P26447; S100A4/TAMRA-MyoIIA peptide fluorescence polarization; inhibition, % at 10.7 µM; 360,000 compounds, 0.14% hits;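 active means mean inhibition of at least 70% across replicates, with every replicate also reaching that level; inconclusive means mean inhibition reaches 70% but some replicates fall short; inactive means mean inhibition below 70%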
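Material: human S100A4 monomer with TAMRA-labelled myosin IIA peptide; buffer or medium: HEPES pH 7.2 with CaCl2, KCl, NaCl, DTT, Triton; compound dosing: one concentration per compound; schedule: 5 min incubation before reading; benchmarks: neutral control DMSO, positive control TFP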
C2C12 statin: protects C2C12 myotubes from simvastatin toxicity; ATP luminescence, 48 h; scaled: DMSO 0, geranylgeraniol control 100; rescue of ATP level, % at 7.49 µM; 330,000 compounds, 0.78% hits;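 active means mean ATP rescue above about 67%, or every replicate alone reaching that limit, limit read from the data, passing the limit was not always enough; inconclusive means no clear call, values can overlap the other calls; inactive means mean under the limit and some replicate under it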;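 further: myotubes were challenged with 10 µM simvastatin during compound exposure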
An asterisk follows results filed as active; ? = inconclusive; · = no result given; & = joins results of further samples. Only part of the results is shown. The share of hits here may be higher or lower than overall.

SMILES	SIRT5 block	PglD inh	E-selectin induc	ERp5 block	DENV2 CPE	S100A4 MyoIIA	C2C12 statin
COc1ccc2nc(N3C(=O)C(O)=C(C(=O)c4ccco4)C3c3ccc(OC)c(OC)c3)sc2c1 (configuration not stated)	·	3.1	-0.9	-2.6	-11.7	13.7	20.0
COc1ccc(OCCSc2nc(N)cc(=O)[nH]2)cc1	4.3	·	2.8	1.3	0.1	-2.4	·
CC(C)(OC(=O)c1cccs1)c1cc2ccccc2c(=O)o1	·	5.6	0.7	·	·	·	-6.9
Cc1ccc(N2C(=O)c3ccc(C(=O)N4CCN(c5ccccc5F)CC4)cc3C2=O)cc1	-4.5	2.1	0.0	-7.6	-1.4	7.9	5.3
COc1cc(NC(=O)C2=C(N3CCOCC3)/C(=C\c3ccc(Cl)cc3Cl)CC2)cc(OC)c1OC	·	-3.4	·	3.0	8.6	-2.6	·
COc1ccc(S(=O)(=O)N2CCC(C(=O)Nc3ccc(F)cc3)CC2)c2cccnc12	-2.0	3.4	-3.2	-5.4	-6.3	-3.5	-18.2
CC(C(=O)NNS(=O)(=O)c1cccc(C(F)(F)F)c1)n1nnc(N2CCOCC2)n1 (configuration not stated)	-1.8	·	·	-1.3	11.7	-2.4	-4.6
COc1ccc(NC(=O)Nc2nc(C(N)C3CCCCC3)cs2)cc1 (configuration not stated)	0.8	-3.6	0.2	-1.9	-16.0	-2.2	-82.0
Cc1ccccc1S(=O)(=O)NCC[C@@H]1CC[C@@H](NC(=O)Nc2cccc(F)c2)[C@@H](CO)O1	-2.6	-1.1	0.1	-0.1	-2.0	27.2	-8.9
C[C@@H]1CCCCO[C@H](CN(C)C(=O)CCC(F)(F)F)[C@H](C)CN([C@H](C)CO)C(=O)c2cc(NS(=O)(=O)c3ccccc3)ccc2O1	-3.4&1.7	0.0&2.2	-0.1	5.0&2.3	?	-10.3&-9.9	·
O=C(N/N=C/c1ccccn1)c1[nH]c2ccc([N+](=O)[O-])cc2c1-c1ccccc1	-3.4	-1.0	-0.3	0.2	0.6	-6.1	-5.4
O=C1c2cccc3cccc(c23)C(=O)N1c1ccc(O)cc1	-1.6	3.3	·	-0.4	10.9	8.6	35.5
COc1ccc(-c2cc(C(=O)N/N=C/c3cccnc3)c3ccccc3n2)c(OC)c1	-2.1	·	-0.1	0.2	-1.9	3.1	·
Oc1ccc(C=NNC(=S)Nc2ccc(F)cc2)c(O)c1	2.1	-0.6	0.8	-0.5	4.1	-0.5	7.3
O=C(O)CSCC(=O)Nc1ccc(Cl)cc1C(F)(F)F	-1.0	·	·	-1.1	-2.8	-0.1	·

Compound profiles (already shown):
O=C(O)CSCC(=O)Nc1ccc(Cl)cc1C(F)(F)F across the screens: SIRT5 block = -1.0; PglD inh = ·; E-selectin induc = ·; ERp5 block = -1.1; DENV2 CPE = -2.8; S100A4 MyoIIA = -0.1; C2C12 statin = ·
COc1ccc(OCCSc2nc(N)cc(=O)[nH]2)cc1 across the screens: SIRT5 block = 4.3; PglD inh = ·; E-selectin induc = 2.8; ERp5 block = 1.3; DENV2 CPE = 0.1; S100A4 MyoIIA = -2.4; C2C12 statin = ·

(cont.)
SMILES	SIRT5 block	PglD inh	E-selectin induc	ERp5 block	DENV2 CPE	S100A4 MyoIIA	C2C12 statin
O=C(CNc1ccccc1)NNC1=NCCC1	2.4	·	5.3	-1.9	2.8	2.2	·
CCc1nnc(NC(=O)C(=O)NCCOC(=O)c2ccccc2)s1	-1.9	2.5	·	1.2	-5.2	1.5	-13.2
C[N+](C)(C)CCNC(=O)c1ccccc1	-2.2	·	1.0	1.7	8.7	1.7	·
Cc1noc(C)c1S(=O)(=O)Nc1ccc2c(c1)C(=O)N([C@H](C)CO)C[C@@H](C)[C@H](CN(C)CC1CCCCC1)O2	-1.1	-3.5	0.4	5.1	-2.3	6.1	-1.6
N#Cc1cccc(-c2ccc3c(c2)[C@H]2[C@H](CCN2Cc2ccncc2)[C@@H](CO)N3)c1	-2.4	·	0.7	-2.9	1.4	18.3	·
CCN1C(=O)[C@H]2[C@H]3CN=C(SCC(=O)c4ccccc4)N3[C@@](CC)(C(=O)OC)[C@H]2C1=O	6.4	-2.2	·	-0.2	-9.2	10.9	-1.9
NC(=O)Nc1ccc(C(=O)OCC(=O)N(Cc2ccccc2)C2CCS(=O)(=O)C2)cc1 (configuration not stated)	-1.8	-5.5	0.4	-5.7	6.6	-2.2	4.7
O=S1(=O)CCOCCCN1Cc1ccccc1	-0.7	0.0	·	2.2	11.9	2.2	-1.7
Cc1cccc(NS(=O)(=O)c2nnc(NC(=O)C3CCCCC3)s2)c1	-3.9	0.1	0.0	-8.6	-6.1	-2.0	-3.2
Cc1ccc(NC(=O)N2CCN(C(=O)C3CCCO3)CC2)cc1 (configuration not stated)	-2.3	-3.4	-0.3	4.6	-2.1	3.7	-0.9
CCC(CC)NC(=O)c1cccc([N+](=O)[O-])c1C	·	·	·	2.0	0.0	-0.3	·
O=C(NC1CCCCC1)[C@H]1[C@H](CO)[C@H]2Cn3c(cccc3=O)[C@@H]1N2Cc1cccnc1	3.2	-1.2	0.0	-3.0	10.0	0.9	1.5
O=C(CN1C(=O)CSc2ccc(S(=O)(=O)N3CCOCC3)cc21)NCCCN1CCOCC1	-1.7	-1.6	0.3	7.5	0.8	-7.1	2.4
CCc1ccc(OCC(=O)Nc2ccc(S(=O)(=O)Nc3cc(C)on3)cc2)c(Br)c1	4.4	2.4	0.1	3.4	-1.4	2.1	8.5
C/C(CCc1oc2ccc(Cl)cc2c1-c1ccc(C)o1)=N\O	·	-12.9	·	·	·	-9.5	-10.0
O=C(Nc1cccc([N+](=O)[O-])c1)c1ccc(N2CCCC2=O)cc1	-1.0	·	-0.2	-2.9	2.3	-2.2	·
COC(=O)c1cc2c(c3c4ccccc4n(S(=O)(=O)c4cccc(C)c4)c13)C(=O)N(Cc1ccccc1OC)C2	·	·	-0.2	3.1	10.5	-14.6	·
CCOc1ccc(NC(=O)CS(=O)(=O)c2cn(CC)c3ccccc23)cc1	-3.1	3.4	0.0	5.7	?	2.8	-2.3
CCOC(=O)C1=C(C)N(C[C@@H]2CC[C@@H](Cc3ccc4cc(OC)ccc4c3)O2)C(=O)NC1c1ccccc1 (some centres not stated)	0.1	2.7	-2.9	4.7	48.7*	-2.7	-0.2
O=C(Nc1ccc(F)cc1)N[C@H]1CC[C@H](CCNC(=O)c2ccccc2F)O[C@@H]1CO	1.5	·	0.1	2.6	-3.5	-14.7	·
COc1ccc(NC(=O)C2=CC(c3ccc(OC)cc3)=NS(=O)(=O)N2C)cc1	-0.1	0.0	·	-0.3	-7.2	-0.7	11.1
CC(C)NC(=O)Cn1nnc(-c2ccc(Cl)cc2)n1	0.4	7.3	·	-3.9	-2.4	1.6	-8.6
COc1ccc(C(=O)N2C[C@H]3[C@@H](c4ccccc42)[C@@H](CO)N3C(=O)c2cccc(F)c2)cc1	1.5	-1.1	0.1	6.3	0.2	-0.4	-5.4
Cc1ccc2nc3c(nc2c1C)C(O)=C3O	-1.7	9.1	1.2	-4.8	-1.5	-0.7	·
CC(=O)c1c(C)[nH]c(C(=O)OCC(=O)N2CCN(S(=O)(=O)c3ccc(C)cc3)CC2)c1C	-0.5	1.8	0.3	6.5	-6.0	-5.2	-4.5
Cc1ccc(S(=O)(=O)N2CCCOC2)cc1	-3.8	7.4	·	3.7	-0.5	-3.8	-8.7
CCCCc1nc(SCC(=O)Nc2nnc(C(C)C)s2)n[nH]1	2.4	0.9	-0.1	-6.8	-3.2	-2.5	·
Cc1cccc(NC(=O)c2cc(Cl)nc3ccccc23)n1	-1.3	·	0.1	-3.1	1.1	-7.4	-1.1
COCC(=O)Nc1ccc2c(c1)[C@@H]1C[C@@H](CC(=O)NCc3ccc(OC)cc3)O[C@@H](CO)[C@@H]1O2	-3.2	2.9	-0.4	3.3	-1.4	8.9	5.0
CCCCN(C(=O)c1ccc(NC2CC2)c([N+](=O)[O-])c1)c1c(N)n(CC(C)C)c(=O)[nH]c1=O	-0.5	-3.2	0.9	2.2	-4.2	1.4	-3.0
CCCCNC(=S)N(CCCN(C)C)Cc1cc2cc3c(cc2[nH]c1=O)OCO3	-2.1	5.6	3.2	3.9	-0.1	-0.1	-1.9
Fc1ccc(-c2noc(-c3ccc4c(c3)CCO4)n2)cc1	-0.8	-2.0	·	1.0	0.4	21.0	-2.2
C[C@H]1CN([C@@H](C)CO)S(=O)(=O)c2ccc(C#Cc3ccc(F)cc3)cc2O[C@@H]1CN(C)C(=O)c1ccccn1	5.7	-0.7	-0.3	-1.4	-7.5	4.3	14.1
COc1cccc(C(=O)c2cn(CC(=O)NCc3ccco3)c3nc(C)ccc3c2=O)c1	-1.1	-3.2	·	-4.1	7.2	-3.1	22.3
CCCCCCCCN1C(=O)[C@H](CC(=O)NCc2cccs2)C[C@@]2(C(=O)OCC)CCCC=C12	7.0	·	·	5.2	-0.5	-5.9	·
COc1cc(CC(NC(C)=O)C(=O)NC2CCN(S(=O)(=O)c3ccc(NC(C)=O)cc3)CC2)cc(OC)c1 (configuration not stated)	-1.6	-1.7	·	-1.6	11.3	-9.9	-7.8
CC(C)(C)c1cc(NC(=O)c2c(F)cccc2Cl)n(-c2ccccc2)n1	-7.8	4.0	·	-0.3	-2.8	-1.8	0.5
c1cncc(CNc2ncn[nH]2)c1	0.6	-2.5	0.1	-1.5	-1.2	-4.4	-1.2
CCN(c1ccc(OC)cc1)S(=O)(=O)c1cc(-c2cc(C)no2)ccc1OC	-1.2	-2.9	·	0.6	5.0	0.0	8.3
CCOc1cc(/C=N/NC(=O)CSc2nncn2C)ccc1OC(=O)c1ccc(Cl)cc1	1.3	·	0.2	6.1	-10.5	-6.7	·
O=C(c1ccncc1)N1CC2(C1)[C@H](c1ccccc1)[C@@H](CO)N2CC1CCCC1	-2.5	·	-0.1	0.8	0.2	-10.7	·
C[C@H]1CCCCO[C@H](CN(C)C(=O)Nc2cccc3ccccc23)[C@@H](C)CN([C@@H](C)CO)C(=O)c2cc(NC(=O)Nc3ccc(C(F)(F)F)cc3)ccc2O1	2.0	-0.4	0.1	7.5	2.0	-5.7	18.8
Cc1ccc(N=CC=C2OC(C)(C)C(C)(C)O2)cc1	-5.3	7.9	·	1.5	-12.3	-5.9	·
C/C=C/c1ccc([C@H]2[C@@H](CO)N(C(=O)C3CCCC3)C23CN(S(C)(=O)=O)C3)cc1	3.6	·	0.3	3.8	-5.0	-6.8	·
COc1ccc(CNC(=O)CN(C)S(=O)(=O)c2ccc3c(c2)c(=O)n(C)c(=O)n3C)cc1	-2.0	-0.1	4.7	1.5	1.4	0.1	4.3
CN(CC(=O)Nc1cccc(F)c1)C(=O)c1cccnc1Sc1ccccc1Cl	8.0	3.0	-0.6	-2.6	9.8	12.1	-11.3
O=C(NCCC1CCCCN1S(=O)(=O)c1cccs1)C(=O)Nc1ccc(F)cc1 (configuration not stated)	-0.8	-1.5	0.4	0.2	-3.1	-6.7	9.6
COc1ccc(N(C)C(=O)c2cc3c(s2)-c2c(C)cccc2OC3)c(OC)c1	-0.4	4.7	0.0	6.9	-0.2	4.1	-7.3
CCCNC(=O)Nc1ccc2c(c1)OC[C@H](C)N(Cc1ccccc1)C[C@H](C)[C@H](OC)CN(C)C2=O	6.2	-4.2	-0.2	-0.1	14.2	-0.5	3.4
COc1ccc(S(=O)(=O)N2C[C@@H](O)COC[C@H]3O[C@@H](CC(=O)NCCCN4CCOCC4)CC[C@@H]32)cc1	-6.7	0.7	0.1	2.1	0.6	7.8	-1.3
O=C(NC(=S)Nc1ncc(Br)cc1Br)c1ccccc1	0.1	1.3	0.8	1.1	-1.2	2.6	-8.1
Cc1ccc2c(c1)N(C(C)C(=O)NCc1cccs1)C(=O)CO2 (configuration not stated)	-6.4	-4.7	-0.1	-1.8	-3.0	-4.4	2.1
